Screening results from PubChem.
A549 tox: kills or reduces viability of A549 cells in Nrf2 counter-screen; A549 ARE-Fluc cells, CellTiter-Fluor viability, 18-24 h; Potency, µM (titrated, usually from 46 µM), inactives show at the top dose activity change, negative = cytotoxicity, most hits filed as inhibitors; 390,000 compounds, 0.16% hits; also: potency is read from the fitted curve at half-maximal effect; % is scaled to controls: 0 for no effect and ±100 for the full control effect
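A549 ARE-Fluc cells in 5% FBS OPTI-MEM, 5000 cells/well, rested 2 h then exposed to compounds in concentration-response for 18-24 h at 37 °C. Viability by CellTiter-Fluor fluorescence (Ex 405/Em 525) after 30 min; luciferase luminescence (BugLite, 15 min, RT) read afterwards.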
TGFb SMAD3 inh: inhibitors of TGF-b signaling; 410,000 compounds, 1.2% hits; HepG2 CAGA-GFP TGF-b/SMAD3 reporter, GFP fluorescence, 18 h; TGF-beta stimulated, 500 pg/mL final; Potency, µM (top dose mostly 46.1 µM), inactives show at the top dose activity, negative = inhibition, most hits filed as inhibitors; also: potency is read from the fitted curve at half-maximal effect; % is scaled to controls: 0 for no effect and ±100 for the full control effect; nearly all actives have a fitted effect of over 65% in size
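Using HEPG2 CAGA-GFP reporter cells at 1000 cells/well, we pinned test compounds, stimulated with recombinant TGF-beta (500 pg/mL final) and measured total well GFP after 18 h.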
Nrf2 activator: activates Nrf2 signaling; AREc32 ARE-luciferase reporter (MCF7-derived line), luminescence, 24 h; Potency, µM (titrated, usually from 46.1 µM), inactives show at the highest dose activation, actives largely listed as activators; 410,000 compounds, 0.31% hits; also: potency is read from the fitted curve at half-maximal effect; % of control where 0% means no effect; nearly all actives have a fitted effect of over 65% in size
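Nrf2 activation is followed as ARE-luciferase induction in the AREc32 line after one day of compound treatment; luminescence is read with Steady-Glo.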
MmCpn inh: blocks the Methanococcus maripaludis chaperonin Mm-Cpn; Potency, µM (doses to about 76.9 µM), inactives show top-dose activity, negative = inhibition, usual class: inhibitors; 330,000 compounds, 0.031% hits; AID 504842; purified Mm-Cpn ATPase, ADP Transcreener TR-FRET; also: potency is read from the fitted curve at half-maximal effect; % is scaled to controls: 0 for no effect and ±100 for the full control effect; nearly all actives have a fitted effect of over 80% in size
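Compound-treated chaperonin, 25 nM final, turns over 10 uM ATP at 37°C for 30 min following a 10 min preincubation; ADP generated competes with ADP-d2 for Eu-cryptate antibody, lowering FRET.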
Akt phos inh: inhibitors of Akt phosphorylation | Neuro2A IGF-stimulated pAkt S473 HTRF, 20 min; hits give low values | activity change, % for hits at 50 µM | 360,000 compounds, 0.32% hits | AID 651550; in the data active = activity change below about -80%; inconclusive = mostly about -51% to -80%; also: % is scaled to controls: 0 for no effect and ±100 for the full control effect
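Neuro2A cells (4,500/well, DMEM with 0.5% FBS) were treated with compound at a single 50 µM final concentration, stimulated with 6 nM IGF for 20 min at 37 °C, and lysed. Phospho-Akt Ser473 was read by HTRF as 665/615 ratio ×10^4.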
ATXN viability: reduces viability in counter-screen for ATXN expression inhibitors. S2 cells (HEK-293 line with an ATXN2-luciferase reporter) viability, CellTiter-Fluor protease fluorescence, 24 h. Potency, µM (doses to about 56.7 µM), usual class: cytotoxic. 400,000 compounds, 0.49% hits; also: potency is read from the fitted curve at half-maximal effect; nearly all actives have a fitted effect of over 40% in size
CCT chaperon mod: changes cytosolic chaperonin activity; purified chaperonin ATPase assay, HTRF ADP detection, 30 min; activity change, % (no concentration beside the values), hits read low; 360,000 compounds, 0.3% hits; in the data active = activity change below about -30%; also: % is scaled to controls: 0 for no effect and ±100 for the full control effect
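ATPase activity: ADP formed was measured by HTRF Transcreener (665/615 nm ratio) after 30 min at 37 deg C with 10 uM ATP. Compounds screened at one 76 uM concentration against 40 or 20 nM TRiC in Tris pH 7.4/KCl/MgCl2/DTT buffer.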
HepG2 viability: kills HepG2 cells in TGF-b inhibitor counter-screen; HepG2 CAGA-GFP viability, ATP luminescence, 18 h; Potency, µM (doses to about 46.1 µM), without a hit: top-dose activity change, negative = cytotoxicity, most hits filed as cytotoxic; 410,000 compounds, 0.76% hits; also: potency is read from the fitted curve at half-maximal effect; some results filed as inactive show a strong effect at the top dose
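HepG2 CAGA-GFP cells (1000/well, DMEM with 1% FBS) received compound, then TGF-beta at 500 pg/mL final, and were incubated 18 hours at 37 degrees C. Viability was read by CellTiter-Glo luminescence. Media-only wells were set as complete cell-killing and DMSO as no toxicity.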
Nrf2 block: Nrf2 pathway inhibition; A549 ARE-Fluc reporter, luciferase luminescence, 18-24 h; Potency, µM (top dose mostly 46 µM), without a hit: at the top dose activity change, negative = inhibition, usual class: inhibitors; 360,000 compounds, 2.1% hits; AID 504444; also: potency is read from the fitted curve at half-maximal effect; % is scaled to controls: 0 for no effect and ±100 for the full control effect; nearly all actives have a fitted effect of over 60% in size
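Concentration-response testing used A549 ARE_Fluc cells at 5000 cells/well. Following an 18-24 h compound incubation, viability was read by fluorescence (Ex 405/Em 525) and luciferase output by luminescence.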
Starred values were filed as active, the others as inactive; i = inactive; ? = inconclusive; · = not tested or not shown; & = joins results of further samples. Unless noted, calls follow the shape of the dose curve; as a rule, active = well fitted curve in the direction sought with a large enough effect; inconclusive = small, poorly fitted or top-dose-only effect, or another doubt; inactive = no such curve, though single readings can be large; an effect the other way counts as inactive or inconclusive.

[1] O=C(C1CCC(N2C(=O)C3CC=CCC3C2=O)CC1)N1CCCCC1 (configuration not stated)
[2] CCOC(=O)C1=C(C)NC(=O)NC1c1ccc(OCC(=O)N2CCCCC2)cc1 (configuration not stated)
[3] COc1ccc(C(=O)N/C(=C\c2ccccc2)C(=O)Nc2cccc(C(=O)O)c2)cc1
[4] CCCCOc1ccc(C2C(C(=O)c3cccs3)=C(O)C(=O)N2CCN2CCOCC2)cc1 (configuration not stated)
[5] COc1ccc(CNc2ncnc3c2nnn3C)cc1
[6] CCOc1ccccc1/C=N/Nc1nc(C)cc(=O)[nH]1
[7] COC(=O)c1c(NC(=O)c2ccc(C)cc2)sc(Cc2ccccc2)c1C
[8] Cc1cccc2cc(COC(=O)C3CCCO3)c(=O)[nH]c12 (configuration not stated)
[9] Cc1nc2c(c(C)c1CCC(=O)Nc1cccc(C(F)(F)F)c1)c(=O)n(C)c(=O)n2C
[10] c1ccc(-n2c3ccccc3c3ccccc32)cc1
assay / entry	1	2	3	4	5	6	7	8	9	10
A549 tox	?	-8%	2%	-7%	7%	-1%	-3%	-11%	-11%	-6%
TGFb SMAD3 inh	0%	10%	-1%	-1%	-10%	-12%	2%	13%	?	-1%
Nrf2 activator	0.3%	-1.1%	-0.8%	-0.7%	0.4%	3.7%	0.2%	-1.0%	0.1%	0.3%
MmCpn inh	2%	1%	-1%	-5%	·	2%	0%	1%	·	-2%
Akt phos inh	i	i	i	i	·	i	i	i	·	i
ATXN viability	i	i	i	i	·	i	i	i	i	i
CCT chaperon mod	-0.1	-1.0	1.1	-2.3	·	0.2	-3.5	-1.7	·	1.5
HepG2 viability	-1%	-3%	-4%	-20%	-13%	-23%	-11%	9%	-4%	-5%
Nrf2 block	?	3%	-1%	-17%	·	0%	4%	-1%	?	-11%

An excerpt from above, reduced to Akt phos inh.
no. | SMILES | Akt phos inh
2 | CCOC(=O)C1=C(C)NC(=O)NC1c1ccc(OCC(=O)N2CCCCC2)cc1 (configuration not stated) | i
3 | COc1ccc(C(=O)N/C(=C\c2ccccc2)C(=O)Nc2cccc(C(=O)O)c2)cc1 | i

Additional entries.
[11] CCC(CC)C(=O)Nc1ccccc1SCc1cc(=O)c2cccc(C)c2[nH]1
[12] CCC(C)(C(=O)Nc1c(C)cccc1C)N(C)C(=O)c1ccc2ccccc2n1 (configuration not stated)
[13] CCCCNc1nc2ccccc2[nH]1
[14] CCCN(C(=O)c1cc2c(s1)-c1c(C)cccc1OC2)c1ccc(OCC)cc1
[15] COc1cccc(NC(=O)C2CCCN(S(=O)(=O)c3c(C)[nH]c(=O)[nH]c3=O)C2)c1 (configuration not stated)
[16] O=C(Nc1ccc(S(=O)(=O)N2CCCCC2)cc1)C1CCCN(C(=O)c2ccc(Cl)cc2)C1 (configuration not stated)
[17] CCc1ccc(NC(=O)CN(C)S(=O)(=O)c2ccc3[nH]c(=O)oc3c2)cc1
[18] O=C(CN1CCCCCCC1)N/N=C/c1ccc(F)cc1F
[19] Cn1c(CN2CCCC2)nc2cc(NC(=O)C3CCCCC3)ccc21
[20] C=CCn1c(C)cc(C(=O)Cn2c(C(C)O)nc3ccccc32)c1C (configuration not stated)
assay / entry	11	12	13	14	15	16	17	18	19	20
A549 tox	-6%	3%	-10%	2%	0%	0%	2%	7%	-4%	0%
TGFb SMAD3 inh	-6%	4%	?	8%	-6%	?	2%	-2%	18%	-5%
Nrf2 activator	3.6%	-0.9%	0.8%	-1.1%	0.2%	0.3%	-0.2%	0.0%	0.1%	3.6%
MmCpn inh	·	3%	1%	·	·	-1%	1%	1%	1%	?
Akt phos inh	·	i	i	·	·	i	i	i	i	i
ATXN viability	i	i	i	i	i	i	i	i	i	i
CCT chaperon mod	·	0.2	-0.6	·	·	2.3	-4.6	-2.5	-1.3	2.5
HepG2 viability	-24%	4%	-9%	-1%	-11%	-12%	-9%	23%	-6%	-15%
Nrf2 block	·	22%	19%	10%	-6%	?	?	8%	12%	-20%

Screen by screen, from the results shown:
HepG2 viability for nos. 12 to 20 → 4%, -9%, -1%, -11%, -12%, -9%, 23%, -6%, -15%

The list goes on:
[21] CCN(C(=O)CCS(=O)(=O)c1cccc2nsnc12)c1cccc(C)c1
[22] NC(N)=N/N=C/c1ccc2cccc(OCc3ccccc3)c2n1
[23] Cc1cccc(NC(=O)C2CC(=O)n3ncnc3N2)c1 (configuration not stated)
[24] COc1ccccc1N(CC(=O)N/N=C/c1c(O)ccc2ccccc12)S(C)(=O)=O
[25] O=C(NCCCN1CCCC1=O)C(=O)Nc1cccc(F)c1
[26] CCCNS(=O)(=O)c1ccc(OCC(=O)NCc2ccc3c(c2)OCO3)cc1
[27] COc1ccc(C(=O)N/C(=C\c2ccco2)C(=O)NCc2ccco2)cc1
[28] CCOc1ccc(C(=O)NCc2ccccn2)cc1
[29] O=[N+]([O-])c1ccc(-c2csc(N3CCCCCC3)n2)cc1
[30] Fc1cccc(Cl)c1CSc1ncn[nH]1
assay / entry	21	22	23	24	25	26	27	28	29	30
A549 tox	-3%&0%	-11%	2%	2%	-7%	-2%	1%	16%	-1%	-2%
TGFb SMAD3 inh	-35%&48%	?	1%	-20%	11%	-12%	2%	19%	0%	-10%
Nrf2 activator	-0.7%&0.3%	3.4%	-0.8%	-0.7%	-0.5%	0.2%	2.3%	0.1%	0.1%	-0.3%
MmCpn inh	0%	-5%	0%	-6%	-3%	0%	-4%	2%	-2%	0%
Akt phos inh	i	i	i	i	i	-102%*	i	·	i	i
ATXN viability	i	?	i	i	i	i	i	i	·	i
CCT chaperon mod	-1.9	-2.2	-0.7	0.6	-2.5	0.6	-1.4	0.6	-4.6	-3.7
HepG2 viability	4%&2%	-84%	-2%	-1%	12%	-1%	0%	0%	-6%	-1%
Nrf2 block	3%	-28%	4%	-19%	?	-4%	1%	·	?	1%

[31] Cc1ccc(S(=O)(=O)N(C)c2nc3ccccc3n3c(C(C)C)nnc23)cc1
[32] C[C@@H]1CN([C@@H](C)CO)C(=O)CCCn2nncc2CO[C@@H]1CN(C)C(=O)c1ccc2ccn(C)c2c1
[33] COc1ccc(Nc2c(-c3cccc(OC)c3)nc3nc(C)cc(C)n23)cc1
[34] CN(CC(=O)Nc1ccccc1C(=O)NC1CC1)Cc1cccs1
[35] CN(C)CCCNC(=O)c1ccc(Cl)c(S(=O)(=O)N(C)c2ccccc2)c1
[36] CCc1nn2cc(C(=O)c3cc(Cl)ccc3O)cnc2c1-c1ccc(F)cc1
[37] O=C(COc1ccc(F)cc1)Nc1cc(S(=O)(=O)N2CCCCC2)ccc1N1CCCCC1
[38] CC(C)(CO)NS(=O)(=O)c1ccc2c(c1)C(=O)c1cc(S(=O)(=O)NC(C)(C)CO)ccc1-2
[39] CCOC(=O)C(=O)N(C)c1c(CC)nc2c(OCc3cc(Cl)cc(Cl)c3)cccn12
[40] O=C(CCN1CCCCCC1)Nc1ccc2c(c1)OCCO2
assay / entry	31	32	33	34	35	36	37	38	39	40
A549 tox	-1%	·	·	-3%	0%	?	-16%	3%	·	-7%
TGFb SMAD3 inh	22%	0%	·	1%	4%	?	17%	-20%	-9%	?
Nrf2 activator	4.8%	-0.2%	2.4%	0.1%	0.1%	0.0%	2.6%	0.1%	8.3%	2.2%
MmCpn inh	1%	·	·	1%	4%	-1%	-2%	1%	·	1%
Akt phos inh	·	i	i	i	·	i	i	i	i	i
ATXN viability	i	i	i	i	·	i	i	i	i	i
CCT chaperon mod	-0.4	-0.8	-0.1	0.0	-0.2	-0.9	1.1	-1.3	2.2	-2.5
HepG2 viability	-6%	-9%	·	1%	-3%	6%	-8%	-26%	-41%	6%
Nrf2 block	2%	·	·	5%	-20%	?	?	5%	·	0%

[41] COc1cc(CC(=O)Nc2sc3c(c2C(N)=O)CCCC3)cc(OC)c1OC
[42] COc1ccc(CC(=O)O/N=C(\N)c2ccc(OC)cc2)cc1
[43] Cc1ccc(NC(=O)Cn2c(=O)cnc3ccccc32)cc1S(=O)(=O)N1CCOCC1
[44] C=CCn1c(SCC(=O)NC(=O)c2cccc([N+](=O)[O-])c2)nnc1-c1ccccc1F
assay / entry	41	42	43	44
A549 tox	-2%	-5%	-5%	1%
TGFb SMAD3 inh	-16%	1%	11%	-14%
Nrf2 activator	-0.8%	3.3%	0.2%	5.1%
MmCpn inh	-13%	-30%	-1%	0%
Akt phos inh	i	i	i	i
ATXN viability	i	i	i	i
CCT chaperon mod	-0.1	0.5	-0.1	-2.1
HepG2 viability	-2%	5%	-6%	27%
Nrf2 block	-20%	5%	2%	-21%

Arranged by count of non-hydrogen atoms (lowest first): three of the compounds above.
[8] Cc1cccc2cc(COC(=O)C3CCCO3)c(=O)[nH]c12 (configuration not stated)
[39] CCOC(=O)C(=O)N(C)c1c(CC)nc2c(OCc3cc(Cl)cc(Cl)c3)cccn12
[16] O=C(Nc1ccc(S(=O)(=O)N2CCCCC2)cc1)C1CCCN(C(=O)c2ccc(Cl)cc2)C1 (configuration not stated)
assay / entry	8	39	16
A549 tox	-11%	·	0%
TGFb SMAD3 inh	13%	-9%	?
Nrf2 activator	-1.0%	8.3%	0.3%
MmCpn inh	1%	·	-1%
Akt phos inh	i	i	i
ATXN viability	i	i	i
CCT chaperon mod	-1.7	2.2	2.3
HepG2 viability	9%	-41%	-12%
Nrf2 block	-1%	·	?
